15-hLO-2 inh: blocks human 15-lipoxygenase 2 activity; Potency, µM (titrated, usually from 57.1 µM), without a hit: at the highest dose activity change, negative = inhibition, hits mostly inhibitors; actives 0.56% (n = 110,000); purified 15hLO-2, xylenol orange hydroperoxide absorbance; O15296; also: potency is read from the fitted curve at half-maximal effect; nearly all actives have a fitted effect of over 60% in size; many of its hits are not listed in these tables
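Purified human 15hLO-2 (50 nM) preincubated 15 min with compound, then 45 uM arachidonic acid for 90 min at RT in 25 mM Hepes pH 7.5, 0.01% Triton X-100. Hydroperoxide detected by Fe-xylenol orange; 573/405 nm absorbance ratio.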
IMPase cell inh: membrane-permeable compound that blocks inositol monophosphatase; AID 901; CHO-M1 cells, IP1 accumulation, HTRF TR-FRET ratio; inhibition (IP1 accumulation), % at 46.1 µM; 120,000 tested, under 10 active; active = well fitted curve in the direction sought with a large enough effect in the signal ratio, not every such curve was filed as active; inconclusive = small, poorly fitted or top-dose-only effect, or a change in a side signal; inactive = no such curve, though single readings can be large or run the other way; the % refers to the signal ratio;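 also: cells stimulated with carbachol in lithium chloride buffer; plate controls were DMSO basal wells for no effect and reference inhibitor wells for full effect; higher means more IMPase inhibition seen as more IP1 and lower FRET ratio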
Target sequence (P97697 whole entry, looked up): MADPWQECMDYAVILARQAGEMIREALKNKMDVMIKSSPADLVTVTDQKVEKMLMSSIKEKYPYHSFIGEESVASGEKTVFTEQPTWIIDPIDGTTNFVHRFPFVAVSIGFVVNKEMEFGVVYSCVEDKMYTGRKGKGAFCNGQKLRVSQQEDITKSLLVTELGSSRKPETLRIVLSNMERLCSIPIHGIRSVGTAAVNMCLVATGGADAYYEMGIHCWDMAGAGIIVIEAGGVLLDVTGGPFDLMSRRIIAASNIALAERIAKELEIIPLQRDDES
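In this qHTS, compounds (final up to 46 uM) act on CHO-M1 cells that are then activated through the M1 receptor with carbachol, in pH 7.4 buffer containing 50 mM LiCl, for 30 min. IP1 accumulation is quantified by the IP-One immunoassay.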
ALOX12 inhib: blocks human 12-lipoxygenase activity | Potency, µM (doses to about 57.1 µM), inactives show at the highest dose activity change, negative = inhibition, most hits filed as inhibitors | P18054 | purified 12-hLO, xylenol orange hydroperoxide absorbance | actives 0.12% (n = 150,000); also: potency is read from the fitted curve at half-maximal effect; nearly all actives have a fitted effect of over 55% in size; many of its hits are not listed in these tables
Target sequence (P18054 whole entry, looked up): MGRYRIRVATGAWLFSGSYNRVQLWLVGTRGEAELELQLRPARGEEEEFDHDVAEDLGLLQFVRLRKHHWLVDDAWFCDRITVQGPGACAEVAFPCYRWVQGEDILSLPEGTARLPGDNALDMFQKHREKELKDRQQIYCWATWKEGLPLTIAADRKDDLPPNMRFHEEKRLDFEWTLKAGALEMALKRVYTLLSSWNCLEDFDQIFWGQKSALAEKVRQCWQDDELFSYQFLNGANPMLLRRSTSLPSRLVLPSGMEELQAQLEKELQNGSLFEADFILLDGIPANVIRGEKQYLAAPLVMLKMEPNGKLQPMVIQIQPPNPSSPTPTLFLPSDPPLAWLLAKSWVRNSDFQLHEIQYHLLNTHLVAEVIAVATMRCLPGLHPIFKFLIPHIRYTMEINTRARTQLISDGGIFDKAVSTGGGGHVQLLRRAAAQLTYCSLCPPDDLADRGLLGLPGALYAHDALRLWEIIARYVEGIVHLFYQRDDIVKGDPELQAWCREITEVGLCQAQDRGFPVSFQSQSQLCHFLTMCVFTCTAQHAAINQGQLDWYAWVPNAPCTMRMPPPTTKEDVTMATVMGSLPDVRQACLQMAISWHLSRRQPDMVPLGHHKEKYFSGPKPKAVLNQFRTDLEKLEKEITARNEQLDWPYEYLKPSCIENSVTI
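150 nM 12hLO, 25 mM Hepes pH 7.0 + 0.01% Triton X-100; cpd preinc 15 min RT; 40 uM arachidonic acid, 30 min RT; Fe-XO 30 min; A573/A405 ratio as read-out.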
PNC inhibitor: perinucleolar compartment assembly inhibition; PC3M PTB-GFP, PNC prevalence imaging, 16 h; active compounds read low; activity change (PNC), negative = inhibition, % at 10 µM; AID 2417; actives 3.1% (n = 140,000);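 active = readout at or below -70, meaning at least 70% loss of cells showing the perinucleolar compartment, a nuclear body marking cancer cells; inconclusive = readout between -30 and a set limit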;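 also: plate controls were DMSO wells for no effect and camptothecin positive control wells for full effect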
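PC3M cells stably expressing PTB-GFP, 750–1000 cells/well, treated 16 h at 37 °C with compound (23 nl of library stock), in duplicate. After paraformaldehyde fixation and Hoechst stain, imaged at 20x; PNC prevalence scored by image analysis.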
Numbers without * were called inactive; u = inconclusive; x = not tested or not shown; & = joins results of further samples; [ ] = dose if it differs, or a comment. Unless noted, calls follow the shape of the dose curve; as a rule, active = well fitted curve in the direction sought with a large enough effect; inconclusive = small, poorly fitted or top-dose-only effect, or another doubt; inactive = no such curve, though single readings can be large; an effect the other way counts as inactive or inconclusive. Unless noted, % is scaled to controls: 0 for no effect and ±100 for the full control effect.

SMILES	15-hLO-2 inh	IMPase cell inh	ALOX12 inhib	PNC inhibitor
Cc1ccc2nc(NC(=O)c3ccc(OCC4CCCO4)cc3)sc2c1 (centres undefined)	x	x	0%	-12
CC(C)N(C(=O)CSc1nnc(CN2CCCCCC2=O)n1-c1ccccn1)C(C)C	-3%	5	-2%	u
C=CCN(CC=C)C(=O)C(=O)c1cc(C)n(-c2ccc([N+](=O)[O-])cc2)c1C	-9%	-2	-4%	-29
CCC(C)C(=O)Nc1cc(OC)c(OC)cc1C(=O)O (centres undefined)	-2%	-16	4%	u
CCCOc1ccc(NC2=CC(=O)CC(C)(C)C2)cc1	-2%	-4	2%	-15
CCCOc1ccc(C(=O)Nc2ccc(Cl)cn2)cc1	23%	-4	-3%	u
O=C(COc1ccccc1)c1cn(CC(=O)N2CCOCC2)c2ccccc12	-1%	u	-8%	3
CCCCn1c(/C=C/c2ccco2)nc2ccccc21	x	2	-23%	-24
COc1cc(NC(=O)CN2CCCCC2)c(C)cc1[N+](=O)[O-]	x	-5	-3%	u
O=C(Cc1c[nH]c2ccccc12)OCCOC(=O)Cc1c[nH]c2ccccc12	x	11	-11%	-29
c1ccc(Cn2cnc3ccccc32)cc1	x	9	7%	-8
O=C(c1cc(-c2ccc3c(c2)OCO3)on1)N1CCN(c2ccc(F)cc2)CC1	-1%	11	-1%	8
Clc1ccccc1CSc1snnc1-c1ccccc1	2%	6	-4%	u
COc1ccc(OC)c(C2C3=C(CCCC3=O)Nc3nnnn32)c1 (centres undefined)	x	6	1%	-10
COc1ccc(Cc2nnc(SCC(=O)c3cccc([N+](=O)[O-])c3)n2C)cc1	-22%	7	-1%	10
CCCCCCc1c(C[C@H](N)C(=O)O)o[nH]c1=O	10%&11%	-13&4	1%&0%	x
Cn1c2ccccc2c2cc(C(=O)N3CCN(CCO)CC3)sc21	6%	-4	-3%	u
CC1(C)C(=O)Nc2ccccc2N1C(=O)COC(=O)C12CC3CC(CC(O)(C3)C1)C2	-7%	5	0%	19
CCC1CCCN1Cn1cnc2c([nH]c3ccc(C)cc32)c1=O (centres undefined)	x	x	-6%	29
CCN(CC)S(=O)(=O)c1ccc(C(=O)OCC(=O)N2CCN(C(=O)c3ccco3)CC2)cc1	3%	5	3%	-2

Record cards (already shown). Screens in order: 15-hLO-2 inh	IMPase cell inh	ALOX12 inhib	PNC inhibitor
Results for CCCCCCc1c(C[C@H](N)C(=O)O)o[nH]c1=O : 10%&11%	-13&4	1%&0%	x
Results for CC1(C)C(=O)Nc2ccccc2N1C(=O)COC(=O)C12CC3CC(CC(O)(C3)C1)C2 : -7%	5	0%	19

3 compounds drawn at random from those above:
SMILES	15-hLO-2 inh	IMPase cell inh	ALOX12 inhib	PNC inhibitor
COc1ccc(OC)c(C2C3=C(CCCC3=O)Nc3nnnn32)c1 (centres undefined)	x	6	1%	-10
CCCCCCc1c(C[C@H](N)C(=O)O)o[nH]c1=O	10%&11%	-13&4	1%&0%	x
O=C(c1cc(-c2ccc3c(c2)OCO3)on1)N1CCN(c2ccc(F)cc2)CC1	-1%	11	-1%	8

(list continues)
SMILES	15-hLO-2 inh	IMPase cell inh	ALOX12 inhib	PNC inhibitor
CC1CCCN(C(=O)CCS(=O)(=O)Cc2ccccc2)C1 (centres undefined)	-2%	-3	8%	u
N#CC1=C(N)N(c2ccccc2)C(c2ccco2)C1(C#N)C#N (centres undefined)	-15%	-11	-8%	45
CCCC(=O)Nc1c2c(nn1-c1ccc(C)cc1C)CSC2	-11%	6	-10%	38
CSc1ccc(CNc2ccc(C)cc2)cc1	-10%	-4	5%	-28
COc1ccc(N2CCN(c3nc4c(c(=O)n(C)c(=O)n4C)n3Cc3ccccc3)CC2)cc1	2%	2	1%	37
COc1ccc(C(=O)Nc2ccc(-c3ccc(C)o3)cc2)cc1S(=O)(=O)N1CCOCC1	-19%	16	-11%	u
CC(C)CC(OC(=O)c1cccs1)C(=O)NCc1cccs1 (centres undefined)	-4%	4	-4%	-16
CCOC(=O)N1CCN(C(=O)c2cnn3c(C)c(Cc4ccc(C)cc4)c(C)nc23)CC1	5%	-4	-8%	-7
COc1ccccc1OCCSc1nnc(C)n1-c1ccccc1	0%	3	4%	-12
CCOc1cc(CNc2ccc3c(c2)CCC3)ccc1OC	-19%	-5	7%	14
CCOC(=O)c1c(N)nn(C(=O)C(C)C)c1-c1ccc(OC)cc1	6%	22	2%	u
Cc1[nH]oc(=O)c1N=Nc1c(Cl)cccc1Cl	x	x	-1%	-17
CC1=C(C(=O)NCc2ccccc2)C(c2cccnc2)n2ncnc2N1 (centres undefined)	6%	4	-3%	8
CC(=O)Nc1cnc2ccccc2n1	-4%	-2	-1%	u
Clc1ccc(-n2cccc2/C=N/n2cnnc2)cc1	-3%	4	8%	29
CCN1C(=O)C=CC1=O	6%	3	3%	x
CC(=O)c1c(N2CCOCC2)nc(=S)n(Cc2ccccc2)c1C	-5%	5	-2%	u
NS(=O)(=O)c1cc2c(cc1Cl)N[C@@H](CC1CCCC1)NS2(=O)=O	8%[25.6 µM]	0[20.6 µM]	-2%[25.6 µM]	x
COc1ccccc1-n1c(SCC(=O)N2CCCC2)nc2cccnc21	-6%	1	0%	-110*
CCOC(=O)c1sc(NC(=O)CSc2nc(-c3ccco3)cc(C(F)(F)F)n2)c(C#N)c1C	2%[2.29 µM]	-5	-1%	-17
Cc1nnc(N/N=C/c2ccc(O)c([N+](=O)[O-])c2)[nH]c1=O	x	8	0%	u
FC(F)(F)c1nnc(-c2ccccc2)nc1Sc1ccccc1	-1%	0	-2%	4
COc1ccc(CNc2nc3nc(-c4ccccc4)cc(=O)n3[nH]2)cc1OC	3%	u	-4%	24
CCS(=O)(=O)Nc1ccc2c(c1)N(C(C)=O)c1ccccc1CC2	3%	-4	-4%	-3
COc1ccc(NC(=O)CN(c2ccc(C)cc2)S(C)(=O)=O)c(OC)c1	6%	2	-7%	18
CCCN(CC1CC1)c1nc(C)nc(Nc2c(Cl)cc(Cl)cc2Cl)c1Cl	5%	2	-4%	x
COc1cccc(/C=N\NC(=O)c2sc(N)nc2C)c1OC	-8%	5	1%	u
CC(=O)Nc1c(C(=O)N2CCN(c3ccccn3)CC2)cnn1-c1ccc(C)cc1	x	x	1%	17
CCC(C)(c1nnnn1-c1c(C)cccc1C)N(N=O)c1ccccc1Cl (centres undefined)	x	10	-6%	-12
CN(C)C(=O)c1ccc(-c2nccc(NCc3cccnc3)n2)cc1	-4%	x	1%	x

A second format for some results above:
SMILES,15-hLO-2 inh,IMPase cell inh,ALOX12 inhib,PNC inhibitor
Cc1nnc(N/N=C/c2ccc(O)c([N+](=O)[O-])c2)[nH]c1=O,x,8,0%,u
FC(F)(F)c1nnc(-c2ccccc2)nc1Sc1ccccc1,-1%,0,-2%,4
COc1ccc(CNc2nc3nc(-c4ccccc4)cc(=O)n3[nH]2)cc1OC,3%,u,-4%,24

(list continues)
SMILES	15-hLO-2 inh	IMPase cell inh	ALOX12 inhib	PNC inhibitor
O=C(CSc1nnc(-c2c[nH]c3ccccc23)o1)c1ccccc1	x	-2	6%	78
COCCn1c(=O)c(-c2ccc(OC)cc2)nc2cnc(Oc3ccccc3)nc21	-7%	x	1%	x
CCOCCCNCc1ccc(OC)cc1	-11%	10	-2%	47
O=C1CC(N2CCC(C(=O)N3CCCCC3)CC2)C(=O)N1 (centres undefined)	4%[2.29 µM]	-3	-9%	-21
CCNc1ccc(S(=O)(=O)N(C)C)cc1NCC(=O)Nc1ccccc1F	x	x	0%	17
COc1ccc(-c2nc(CS(=O)(=O)CC(=O)Nc3ccc(Cl)cc3)c(C)o2)cc1	1%	2	0%	u
CCSc1nnc(NC(=O)C2CC=CCC2C(=O)O)s1 (centres undefined)	2%	1	-1%	14
O=C(Nc1cccc(F)c1)c1ccc(CSc2ccccc2)o1	x	x	-19%	u
Cc1oc(-c2ccccc2)nc1C(=O)OCC(=O)NC(=O)NCC(C)C	7%	1	0%	32
O=C(c1cccc(S(=O)(=O)NCCOc2ccccc2)c1)N1CCN(c2ncccn2)CC1	2%	8	0%	u
CC(C)OC(=O)CSc1nc2cccnc2n1-c1ccc(F)cc1	-1%	9	-5%	-23
O=[N+]([O-])c1ccc(Oc2ccc(F)cc2Br)c2ccncc12	18%	3	-23%	u
CCOC(=O)C1CCCN(c2ccc(NC(=O)c3snc4c(=O)[nH]c(C)nc34)cc2)C1 (centres undefined)	-27%	1	-2%	-21
COc1cc(NC(=O)COC(=O)/C=C/c2c(C)nn(-c3ccc(F)cc3)c2Cl)cc(OC)c1	x	x	-2%	5
COc1ccc(C(CC(=O)NCc2ccco2)c2ccc(F)cc2)cc1 (centres undefined)	10%	5	-4%	-19
COC(=O)c1ccccc1NC(=O)CSc1ccccn1	1%	15	-2%	6
N#CCC(=O)N/N=C1\CCCCC1C1CCCCC1 (centres undefined)	x	0	0%	-13
COC(=O)c1oc2ccc(Br)cc2c1NC(=O)c1ccccc1	-13%	-16	3%	30
CCCNS(=O)(=O)c1ccc(Oc2ncc(C(F)(F)F)cc2Cl)cc1	-3%[11.4 µM]	1[1.84 µM]	-2%	6
O=C(Nc1ccc(Nc2ccccc2)cc1)C(Cl)(Cl)Cl	x	x	0%	19
COc1ccc(OC)c(C=Nc2ccccc2-c2nc3ccccc3[nH]2)c1	x	-12	-2%	7
CCOC(=O)N1CCC2(CC1)CC(=O)c1c(ccc3oc(C(=O)O)c(C)c13)O2	-2%	0	3%	-23
O=C(CCCn1c(=O)oc2ccccc21)Nc1cccnc1	0%	-4	1%	u
[O-][n+]1onc2c1CCc1nnccc1-2	2%	9	-3%	u
C=CCOC(=O)C1=C(C)NC(=O)NC1c1ccc(Cl)cc1 (centres undefined)	3%	8	-12%	-13
O=C(CSc1ncnc2ccccc12)c1ccc2c(c1)OCCO2	x	-5	-4%	u
CCCC1(C(=O)OCC)NC(c2ccc(N(C)C)cc2)C2C(=O)N(c3ccc4c(c3)OCCO4)C(=O)C21 (centres undefined)	x	x	-2%	13
O=C(NNC(=O)c1ccc2c(c1)OCO2)NC1CCCCC1	5%	5	-2%	-25
COC(=O)c1sc(=S)n(-c2ccc(Cl)cc2)c1C	-17%	5	-5%	u
CCOC(=O)c1c(C)[nH]c(C)c1C(=O)CSc1ncccn1	-3%	5	0%	u
CCC(C)NC(=O)CCCCCn1c(=O)[nH]c2cc(OC)c(OC)cc2c1=O (centres undefined)	-5%	4	-2%	u
O=[N+]([O-])c1cc(S(=O)(=O)Nc2ccccc2)ccc1NCc1cccnc1	x	7	-1%	5
CCOC(=O)C1=C(CSc2nc3c(cc2C#N)CN(C)CC3)OC(N)=C(C#N)C1c1ccc(Cl)cc1 (centres undefined)	30%	-7	u	26
COc1ccc(OCC(=O)OCCNC(=O)c2cccnc2)cc1	x	-1	3%	u
Cc1ccc(C(=O)Nc2cnc3ccccn3c2=O)cc1	-5%	4	4%	14
COC(=O)CSc1nnc(CNc2ccc(Cl)cc2)n1Cc1ccccc1	-7%	-6	-7%	-22
CCOC(=O)c1sc(/N=C/c2c(O)ccc3ccccc23)cc1C	x	-3	3%	-14

Screening results from PubChem BioAssay.

Some of the compounds tested. The share of hits here may be higher or lower than overall.
